Yeast growth inh = chemicals that inhibit yeast BB579 growth in restrictive medium (lifespan-shortening candidates) | S. cerevisiae BB579 growth, OD615, 48 h | actives 0.51% (n = 140,000) | inhibition, % at 10 µM;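 active = inhibition above a set limit, 3 SD over the mean compound inhibition, cut at about 44% in these data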; note: inactives centre near -24
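Test system: Saccharomyces cerevisiae DeaD strain BB579, replicative lifespan model yeast | Buffer or medium: Restrictive CSMM-D medium | Doses: One dose, 10 µM compound with 0.25% DMSO | Incubation: 48 h exposure, 30 °C | Detection: Culture absorbance at 615 nm | Control set: Amphotericin B at 10 µg/mL as positive control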
E-sel TNF inh = TNF alpha driven E-selectin expression inhibition; actives 0.71% (n = 120,000); HUVEC TNFa-induced E-selectin immunofluorescence, high content; inhibition, % at 2 µM;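 active = inhibition above the batch mean plus 3 SD, and confirmed as a hit on visual image review, cut at about 43% in these data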;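 note: 0% = TNF-stimulated DMSO wells and 100% = unstimulated control wells; not every result past the cut was called active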
HCT116 PTEN-null = PTEN-deleted cell growth suppression; HCT116 PTEN-null viability, CellTiter-Glo, 60 h; hits give low values; viability, % at 10 µM; actives 1.2% (n = 140,000);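 active = viability at or below a set limit, 4 SD under the median of all tested compounds, cut at about 3.7% in these data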;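 note: PTEN knockout HCT116 line with beta catenin targeted HCT116 as companion control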
Yeast lifespan up = extends the lifespan of yeast; S. cerevisiae growth with nicotinamide, OD615; deaD strain in restrictive glucose medium; inhibition of the nicotinamide effect, % at 10 µM; actives 0.68% (n = 130,000);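 active = inhibition above a set limit, placed 3 SD over the median of all compounds, cut at about 26% in these data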;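 note: 0% = nicotinamide-treated wells and 100% = cells grown without nicotinamide; some compounds called inactive have numbers as strong as hits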
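Assay system: engineered S. cerevisiae DeaD replicative-lifespan strain, galactose-grown log-phase cells; Buffer or medium: CSMM-D glucose medium, restrictive; Probe or stimulus: nicotinamide 1.5 mM; Compound: single dose 10 µM compound, 0.25% DMSO; Schedule: 4 h preincubation then 48 h treatment at 30 °C; Technique: OD615 measurement.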
Measles CPE = protection of cells from measles virus | Measles virus-infected cells, CPE protection, absorbance | protection (pct of control), % at 4 µM | actives 1.5% (n = 140,000); in the data active = protection mostly above about 24%, no sharp cut-off; inactive = mostly below about 26%; note: some compounds called inactive have numbers as strong as hits
GALR2 antag = GALR2 (human) receptor antagonism. GALR2-expressing cells, antagonist mode. AID 828. actives 0.39% (n = 140,000). inhibition, % at 4 µM. O43603; in the data active = inhibition above about 27%;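 note: cells stimulated with galanin 1-16 at roughly its EC80; 0% = agonist challenge control and 100% = basal control without agonist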
Target sequence (O43603 whole entry, looked up): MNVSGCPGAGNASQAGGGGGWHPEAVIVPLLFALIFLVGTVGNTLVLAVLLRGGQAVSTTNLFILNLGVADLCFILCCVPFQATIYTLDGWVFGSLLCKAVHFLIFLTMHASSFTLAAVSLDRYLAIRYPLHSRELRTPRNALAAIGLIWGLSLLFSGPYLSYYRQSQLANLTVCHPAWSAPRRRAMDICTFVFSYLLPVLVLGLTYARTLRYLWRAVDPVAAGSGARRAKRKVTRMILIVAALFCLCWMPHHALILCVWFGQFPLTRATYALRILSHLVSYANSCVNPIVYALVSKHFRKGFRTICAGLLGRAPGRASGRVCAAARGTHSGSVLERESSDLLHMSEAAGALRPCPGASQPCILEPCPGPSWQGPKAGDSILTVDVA
NPY-Y2 antag = blocks the human neuropeptide Y Y2 receptor | inhibition, % at 2.7 µM | NPY-Y2 expressing cells, antagonist mode | P49146 | actives 0.99% (n = 140,000) | AID 793; in the data active = inhibition above about 17%;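 note: 0% = vehicle with agonist challenge and 100% = reference antagonist with challenge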
Target sequence (P49146 whole entry, looked up): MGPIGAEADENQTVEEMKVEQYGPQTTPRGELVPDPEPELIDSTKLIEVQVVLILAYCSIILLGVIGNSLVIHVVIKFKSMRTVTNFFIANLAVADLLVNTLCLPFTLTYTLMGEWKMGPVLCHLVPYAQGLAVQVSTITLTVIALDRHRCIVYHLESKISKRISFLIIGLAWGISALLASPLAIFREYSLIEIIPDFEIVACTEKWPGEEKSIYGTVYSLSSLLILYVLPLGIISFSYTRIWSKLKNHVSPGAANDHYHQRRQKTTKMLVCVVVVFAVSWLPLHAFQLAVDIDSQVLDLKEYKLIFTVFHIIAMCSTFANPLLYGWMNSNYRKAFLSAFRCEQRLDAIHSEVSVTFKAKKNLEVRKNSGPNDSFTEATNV
MRP-1 activ = activators of MRP-1. viability increase, % at 10 µM. actives 0.61% (n = 140,000). H69AR cells + doxorubicin, viability rescue, CellTiter-Glo;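 active = viability gain under doxorubicin at or above a set limit, the compound median plus 3 SD, cut at about 4.7% in these data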;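 note: MRP-1 overexpressing cells given doxorubicin 25 µM after compound pretreatment; 18-22 h compound pretreatment then 72 h with doxorubicin before readout; 0% = doxorubicin-only wells and 100% = vehicle-treated cells without doxorubicin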
Phagocytosis inh = inhibitors of macrophage phagocytosis; inhibition, % at 5 µM; J774A.1 macrophage IgG-bead phagocytosis, imaging; actives 0.07% (n = 110,000);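 active = inhibition above the mean of the plate negative controls plus 5 SD, cut at about 13% in these data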;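 note: phagocytic index as fraction of beads internalized from green versus red external bead signal; plate controls were DMSO negative control for no effect and cytochalasin-D positive control for full effect; some results beyond the cut were filed as inactive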
HCT116 bCat-KO = beta-catenin-lacking colon tumor cell growth suppression; HCT116 beta-catenin knockout viability, CellTiter-Glo, 60 h; hits give low values; viability, % at 10 µM; actives 1.5% (n = 140,000); AID 818;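 active = viability at or under a set limit, the compound median less 4 SD, cut at about 6% in these data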;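 note: 0% = Hyamine 1622 control at 20 µM and 100% = untreated cell control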
An asterisk follows results filed as active; . = no result given. No enrichment for hits, and some 6.4% of all compounds hit somewhere here.

Values run as follows: HCT116 bCat-KO	Yeast growth inh	E-sel TNF inh	Yeast lifespan up	Measles CPE	Phagocytosis inh	NPY-Y2 antag	HCT116 PTEN-null	MRP-1 activ	GALR2 antag
> CC(NCc1ccc2c(c1)OCO2)C(=O)NC1CCCc2ccccc21 (stereo unspecified)
    70	-15	1	-8	3	.	6	66	-4.9	9
> O=C(O)CN(c1ccccn1)S(=O)(=O)c1ccccc1
    103	-31	-23	0	1	0	5	106	-0.2	0
> CCOC(=O)CN1C(=O)c2ccccc2C1=O
    105	-19	-21	-7	3	-3	0	103	0.2	-43
> COc1ccccc1NC(=O)COc1ccccc1C(=O)c1cnn(-c2ccccc2)c1
    82	-34	14	-7	12	12	3	73	-0.5	-1
> COc1ccc(NC(=O)N2CCCCC2)cc1
    93	-2	-6	-4	1	0	4	93	0.1	-3
> CCCC(OC(=O)CC1Sc2ccccc2NC1=O)C(=O)NCc1ccco1 (stereo unspecified)
    91	-6	15	-15	4	0	1	95	-2.0	4
> CCC(C)[C@H](NC(=O)NCc1ccc(Cl)cc1)C(=O)OC (stereo partly specified)
    104	-25	.	2	10	-1	3	98	-0.1	-2
> CC(=O)Nc1ccc(Nc2cc(C)nc3c(-c4ccccc4)c(C)nn23)cc1
    70	3	.	-7	93*	.	-1	59	-3.7	-14
> O=C(NC(NC(=S)Nc1c(Cl)cc(Cl)cc1Cl)C(Cl)(Cl)Cl)OCc1ccccc1 (stereo unspecified)
    5.9*	-19	.	4	34	-9	-5	5	-5.7	0
> Cn1c(/C=N/NC(=O)c2ccccc2)nc2ccccc21
    28	7	.	-5	5	.	-1	40	-1.5	16
> CC(C(=O)Nc1ccc2c(c1)OCO2)N(c1ccc(Cl)cc1)S(C)(=O)=O (stereo unspecified)
    93	-1	-14	-9	12	2	3	101	-1.6	9
> N#C/C(=C\c1ccc(Cl)cc1)c1nc2ccccc2o1
    94	3	.	-2	10	-5	7	103	2.0	-5
> COc1ccccc1N1CCN(C(=O)CCc2ccc(S(=O)(=O)NC(C)C)cc2)CC1
    95	-3	-39	-28	4	.	1	100	-1.2	8
> S=c1[nH]nc(-c2ccco2)n1Cc1ccccc1
    89	-39	8	-16	9	-1	3	103	-2.8	0
> N#CC1=C(N)C(C#N)(C#N)[C@H](c2ccncc2)[C@H]2CN(C(=O)OCc3ccccc3)CC=C12
    94	-11	96*	-4	12	.	2	93	-2.5	1

The list continues:
Values run as follows: HCT116 bCat-KO	Yeast growth inh	E-sel TNF inh	Yeast lifespan up	Measles CPE	Phagocytosis inh	NPY-Y2 antag	HCT116 PTEN-null	MRP-1 activ	GALR2 antag
> COc1cccc(C(C(=O)NC2CCCCC2)N(C(=O)c2ccco2)c2ccc(-n3cnnn3)c(C)c2)c1 (stereo unspecified)
    93	-23	10	.	8	.	0	85	-3.7	8
> CC(C)OC(=O)c1ccc(OC(=O)c2cccnc2)cc1
    97	-72	3	-18	5	2	2	110	-0.7	-2
> CCc1c(C)nc2cc(-c3cc(OC)cc(OC)c3)nn2c1N1CCCC1
    78	-43	4	-9	1	-1	3	69	-1.5	5
> COc1cc(C(C)=O)ccc1COc1ccc(C(=O)OCC(N)=O)cc1OC
    90	-7	.	-4	10	-4	0	89	-2.2	-6
> O=C1NN(c2ccc(F)c(Cl)c2)C(=O)/C1=C\c1cccc(OC(=O)c2cccs2)c1
    100	-29	13	-33	8	-1	2	102	-1.4	-6
> CCOC(=O)COc1ccc(S(=O)(=O)Nc2ccc(C)cc2)cc1
    97	-3	12	0	4	-1	3	93	-0.9	-14
> CCCOC(=O)c1cc(-c2ccc(C=O)o2)ccc1Cl
    88	-26	-20	-7	13	-8	6	86	-1.0	-8
> CCOc1ccc(S(=O)(=O)Nc2ccc3c(c2)c2c(n3S(=O)(=O)c3ccc(OCC)cc3)CCCC2=O)cc1
    88	-13	.	4	5	-2	-2	89	-2.2	-7
> Cc1cc(C)c(S(=O)(=O)c2ccccc2C)c(SCC(C)C)n1
    65	-40	-8	5	6	0	11	77	-0.7	-6
> Cc1cnc(NC(=O)CSc2nnc(COc3c(C)cccc3C)o2)s1
    103	1	.	-7	8	0	2	102	-1.3	-8
> Cc1ccc(/C=N/NC(=O)CC(=O)NCc2cccnc2)cc1
    99	-22	-7	3	5	-19	2	97	-1.1	-16
> O=C(Nc1ccc2c(c1)OCCO2)c1cccnc1
    94	-22	-27	-5	4	0	1	104	-1.6	3
> CCC(=O)Nc1ccnc(-c2cccnc2)n1
    102	-46	4	-13	45	.	0	100	0.1	1
> COc1ccccc1C(=O)Nc1ccccc1N1CCOCC1
    87	-13	4	-21	8	.	0	87	-2.8	-3
> COc1ccccc1N1CCN(C(=O)c2cc3c(-c4ccc(Cl)cc4)nn(C)c3s2)CC1
    56	-28	-18	-11	1	0	0	46	-0.5	8

Further results
Values run as follows: HCT116 bCat-KO	Yeast growth inh	E-sel TNF inh	Yeast lifespan up	Measles CPE	Phagocytosis inh	NPY-Y2 antag	HCT116 PTEN-null	MRP-1 activ	GALR2 antag
> O=C(CN1CCC(Cc2ccccc2)CC1)NC(=O)NCc1ccccc1
    97	-6	33	-4	22	-9	8	90	0.9	-7
> Clc1cccc(Cl)c1CSc1nnc2ccccn12
    91	21	17	-3	30	-7	1	84	-1.1	0
> Cn1c(=O)oc2cc(S(=O)(=O)N3CCCC(C(=O)NCc4ccc5c(c4)OCO5)C3)ccc21 (stereo unspecified)
    76	-32	.	-9	11	0	2	75	-2.2	-6
> CC(c1ccccc1)n1cnc2ccccc21 (stereo unspecified)
    92	-12	-11	-8	6	0	2	102	-1.9	-2
> COCCn1nnnc1SCC(=O)c1ccccc1
    105	-13	-15	-11	4	-2	1	95	1.0	10
> Nc1nc(C(=O)N2CCOCC2)nn1S(=O)(=O)c1ccccc1
    95	-19	.	-5	1	0	10	99	-0.1	10
> CC(C)Oc1cccc(C(=O)Nc2ccc(CN3CCOCC3)cc2)c1
    76	-3	1	-5	7	-1	1	85	-1.6	5
> COC(=O)C(O)(CC(=O)Nc1ccc(Cl)cc1F)C(F)(F)F (stereo unspecified)
    88	-33	7	-20	15	0	0	103	-1.8	17
> CN(C)c1ccc(/C=N\NC(=O)c2ccc(Cn3cc(Cl)cn3)cc2)cc1
    99	-29	-14	0	3	-2	-1	102	-1.9	7
> COc1ccc(S(=O)(=O)N(C(=O)c2ccco2)c2cc3sc(=O)oc3c3ccccc23)cc1
    80	-4	.	1	3	-5	2	93	-4.4	22
> COc1cc(C2C(N3C(=O)c4ccccc4C3=O)C(=O)N2c2cccc(C)c2)cc(OC)c1OC (stereo unspecified)
    93	-29	6	4	7	-7	0	96	-2.4	2
> COc1ccccc1-n1cnnc1SCC(=O)NCc1cccs1
    98	-7	12	-4	2	0	-1	94	-2.4	-1
> CSc1ccccc1NC(=O)C1CC(c2ccccc2O)=NO1 (stereo unspecified)
    85	2	-33	-17	18	-1	-1	78	-0.8	3
> O=C(NCCN1CCCCC1)c1ccco1
    95	-42	15	.	31	.	0	91	0.3	-2
> CCCc1sc(N2CCCC(C(N)=O)C2)nc1-c1ccccc1 (stereo unspecified)
    92	-30	.	7	3	-2	2	93	-2.3	-19

Other results follow:
Values run as follows: HCT116 bCat-KO	Yeast growth inh	E-sel TNF inh	Yeast lifespan up	Measles CPE	Phagocytosis inh	NPY-Y2 antag	HCT116 PTEN-null	MRP-1 activ	GALR2 antag
> O=C(Nc1nc2ccccc2[nH]1)c1ccc(F)cc1
    69	-28	.	-5	15	2	-1	60	-2.1	1
> COc1ccc(NC(=O)CN2CCN(S(=O)(=O)c3ccc(F)cc3)CC2)cc1Cl
    89	-37	.	-14	22	-1	0	90	-3.6	-4
> COc1cccc(/C(O)=C2/C(=O)C(=O)N(Cc3ccco3)C2c2ccncc2)c1 (stereo unspecified)
    88	-19	-35	-20	20	.	-1	92	-2.5	-5
> CCCS(=O)(=O)N1CCn2c(nc3ccccc32)C1
    99	0	.	3	0	-1	2	96	-1.6	-3
> CCN(CC)c1ccc(Nc2nc(N3CCOCC3)c3ccccc3n2)cc1
    14	-33	2	-16	6	2	7	21	-5.3	25
> COc1ccc(Br)cc1CN(C)CC(=O)Nc1cc(Cl)cc(Cl)c1
    43	-28	.	-9	6	-9	9	57	-0.6	-9
> N#Cc1ccc(-c2ccccc2)nc1SCC(=O)c1cc2ccccc2oc1=O
    101	-80	.	5	31	1	-1	112	-1.1	38*
> CCCCOc1ccc(C(=O)Nc2ccc(N3CCN(C(C)=O)CC3)cc2)cc1
    54	-53	0	-9	6	0	-2	61	2.5	-20
> CCC(CC)c1nnc(NC(=O)c2cc([N+](=O)[O-])ccc2N2CCCCC2)s1
    65	-34	.	4	17	1	13	71	-3.5	-6
> COc1cc(OC)c(OC)cc1/C=N/NC(=S)NCC1CCCO1 (stereo unspecified)
    98	-65	-39	-13	9	0	2	107	-1.5	14
> CCn1c(SCC(=O)Nc2cc(NC(C)=O)ccc2OC)nnc1-c1cccnc1
    105	-8	21	-10	8	0	0	105	-0.2	-1
